Giardia killer: Giardia lamblia killing | activity change, % at 7.66 µM, hits read low | Giardia lamblia trophozoite viability | actives 0.15% (n = 340,000) | AID 540267; in the data active = activity change below about -80%; inconclusive = between about -30% and that limit;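 note: parasites exposed to compound for two days anaerobically before the ATP read; % is set by controls: 0 for no effect and ±100 for the full control effect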
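Luminescent ATP signal served as the viability read-out, measured 15-30 min after adding ATP detection reagent to trophozoites that had been incubated with compounds for 48 hrs at 37 deg C anaerobically at 100 cells/well.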
Coupling enz: inhibits coupling enzyme system, counter-screen for aldolase hits | coupling enzyme system counterscreen, AmpLite Red fluorescence | activity change, negative = inhibition, % at 58.2 µM, hits read low | actives 0.67% (n = 290,000); in the data active = activity change below about -30%; note: % is set by controls: 0 for no effect and ±100 for the full control effect
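Coupling enzymes only (glyceraldehyde-3-phosphate) + compound, at 57.5 uM final, 10 min RT; add substrate/coupling/AmpLite Red mix, 20 min RT; fluorescence ex 525/em 598 nm. Actives flag coupling-system interference.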
B2AR arrestin: beta2AR (human) beta-arrestin recruitment activity; P07550; AID 492947; Potency, µM (doses to about 46.1 µM), for the others: at the top dose activation, actives largely listed as activators; beta-arrestin recruitment to beta2AR, cell-based reporter; actives 0.02% (n = 330,000);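 note: potency is the fitted concentration of half-maximal effect; 0% = DMSO controls and full agonism = EC100 isoproterenol or metaproterenol; nearly all actives have a fitted effect of over 65% in size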
KCNH2 3.1 inh: KCNH2 3.1 (human) potassium channel inhibition. activity change, % (tested at about 1.8 µM). U2OS KCNH2 3.1, thallium flux FluxOr; stronger effect = lower value. AID 720553. actives 0.95% (n = 340,000);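 active = maximum activity change below -70%; inconclusive = maximum activity change from -70% to -50%; inactive = maximum activity change above -50%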;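 note: thallium influx rate constant from kinetic fluorescence after stimulation buffer; % is set by controls: 0 for no effect and ±100 for the full control effect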
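U2OS cells transduced with KCNH2 3.1 mutant virus (1.77 x 10^8 /mL, 4 h), plated overnight at 37 C, loaded 45 min with FluxOr dye plus Red40 quencher. Thallium flux rate constant from kinetic reads after stimulation buffer, normalised to controls.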
Menin MLL FP TR: displaces Texas Red mutant MLL peptide from human menin; Menin + Texas Red MLL mutant peptide, fluorescence polarization; actives 0.23% (n = 270,000); O00255; Potency, µM (titrated, usually from 61.6 µM), for inactives: at the highest dose FP activity change, negative = inhibition, actives largely listed as inhibitors; active = well fitted inhibition curve with a large enough effect in the polarisation, with a control signal flat, not every such curve was filed as active; inconclusive = small, poorly fitted or top-dose-only effect, or effect the other way, or a change in a side signal; inactive = no such curve, though single readings can be large or run the other way; the % refers to the polarisation; note: potency is the fitted concentration of half-maximal effect; % of control where 0% means no effect; many of its hits are not listed in these tables
MLL CXXC-DNA inh: MLL CXXC-DNA interaction inhibition; Q03164; MLL-CXXC / FITC-HOXA9 DNA fluorescence polarization; Potency, µM (top dose mostly 115 µM), inactives show at the highest dose activity change, negative = inhibition, hits mostly inhibitors; actives 0.037% (n = 290,000); active = well fitted inhibition curve with a large enough effect in the polarisation, with a control signal flat, not every such curve was filed as active; inconclusive = small, poorly fitted or top-dose-only effect, or effect the other way, or a change in a side signal; inactive = no such curve, though single readings can be large or run the other way; the % refers to the polarisation; note: potency is the fitted concentration of half-maximal effect
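Steps: dispense CXXC domain solution (7 uM) → pin compounds or unlabeled HOX-A9 DNA control → 5 min ambient → add FLSN-HOX-A9 solution (50 nM) → spin → 30 min ambient → fluorescence polarization. Tris pH 7.5/NaCl/DTT/BSA buffer.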
KCNH2 WT inh: inhibitors of human wildtype KCNH2 potassium channel | activity change, % at 1.84 µM | actives 0.37% (n = 340,000) | U2OS, BacMam KCNH2, thallium flux FluxOr; stronger effect = lower value | Q12809;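 active = maximum activity change below -70%; inconclusive = maximum activity change between -70% and -50%; inactive = maximum activity change above -50%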; note: % is set by controls: 0 for no effect and ±100 for the full control effect
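U2OS cells transduced with wild-type KCNH2 virus are loaded with FluxOr dye for 45 min, and thallium flux is measured in kinetic reads before and after stimulation buffer. Rate constants are normalized to DMSO controls.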
TRPV1 ag: agonists of human vanilloid receptor 1 (TRPV1); actives 0.19% (n = 320,000); TRPV1-expressing cells, Fluo-8 calcium influx, agonist mode; Q8NER1; activation, % at 8.33 µM; in the data active = activation above about 80%; inconclusive = between about 30% and that limit; note: 0% is about no effect
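Fluo-8 calcium influx in TRPV1-expressing cells, kinetic read (ex 480/em 520 nm). Compound added and read 3 min for agonist activity, followed by capsaicin at EC20 final and 2 min further read for enhancement.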
PKM2 activator: PKM2 (human) enzyme activation. P14618. purified PKM2, Kinase-Glo ATP luminescence, activation; response scale: 0% is enzyme alone, no compound. Potency, µM (titrated, usually from 57.5 µM), inactives show at the top dose activation, hits mostly activators. actives 0.34% (n = 260,000); note: potency is the fitted concentration of half-maximal effect; % is set by controls: 0 for no effect and ±100 for the full control effect; nearly all actives have a fitted effect of over 55% in size
Target sequence (P14618 whole entry, looked up): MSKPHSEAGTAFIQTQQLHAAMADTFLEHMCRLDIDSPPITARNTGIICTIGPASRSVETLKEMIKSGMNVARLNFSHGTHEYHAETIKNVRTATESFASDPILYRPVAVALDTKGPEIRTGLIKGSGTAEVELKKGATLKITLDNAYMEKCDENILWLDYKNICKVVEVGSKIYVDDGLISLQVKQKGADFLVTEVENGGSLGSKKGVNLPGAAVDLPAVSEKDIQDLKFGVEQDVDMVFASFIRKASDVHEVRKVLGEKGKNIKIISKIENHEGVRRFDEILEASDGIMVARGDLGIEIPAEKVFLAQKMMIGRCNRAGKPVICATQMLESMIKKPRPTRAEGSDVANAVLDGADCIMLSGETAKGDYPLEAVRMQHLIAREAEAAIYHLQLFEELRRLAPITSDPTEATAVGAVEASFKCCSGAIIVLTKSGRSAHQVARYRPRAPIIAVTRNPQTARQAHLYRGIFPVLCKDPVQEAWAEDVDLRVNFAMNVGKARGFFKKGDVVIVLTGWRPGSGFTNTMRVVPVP
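Purified hPK-M2 (>95% pure) converted ADP (0.1 mM final) to ATP with 0.5 mM PEP in 50 mM imidazole pH7.2, KCl, MgCl2, Tween 20, BSA; 1 h at room temperature. ATP detected by Kinase-Glo luminescence.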
USP2a block: inhibitors of human ubiquitin-specific protease USP2a; O75604; USP2 core, Ub-CHOP2 coupled fluorogenic reporter, 485/531; Potency, µM (highest dose often 38.3 µM), inactives show at the highest dose activity change, negative = inhibition, hits mostly inhibitors; actives 0.01% (n = 330,000); AID 463254;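 note: potency is the fitted concentration of half-maximal effect; plate controls were DMSO wells for no effect and full inhibition by NEM control for full effect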
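Deubiquitinase activity read as fluorescence (485/531 nm) after Ub-CHOP2 cleavage activates the enterokinase reporter on its substrate; USP2 core 10nM, Ub-CHOP2 and substrate 25nM each, 30min compound preincubation then 60min RT; data normalized to NEM, curves fitted.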
GALK inh: inhibitors of human galactokinase. Potency, µM (series often up to 57.5 µM), for inactives: at the top dose activity change, negative = inhibition, usual class: inhibitors. actives 0.007% (n = 270,000). P51570. Purified GALK, Kinase-Glo residual ATP luminescence; note: potency is the fitted concentration of half-maximal effect; % is set by controls: 0 for no effect and ±100 for the full control effect
Target sequence (P51570 whole entry, looked up): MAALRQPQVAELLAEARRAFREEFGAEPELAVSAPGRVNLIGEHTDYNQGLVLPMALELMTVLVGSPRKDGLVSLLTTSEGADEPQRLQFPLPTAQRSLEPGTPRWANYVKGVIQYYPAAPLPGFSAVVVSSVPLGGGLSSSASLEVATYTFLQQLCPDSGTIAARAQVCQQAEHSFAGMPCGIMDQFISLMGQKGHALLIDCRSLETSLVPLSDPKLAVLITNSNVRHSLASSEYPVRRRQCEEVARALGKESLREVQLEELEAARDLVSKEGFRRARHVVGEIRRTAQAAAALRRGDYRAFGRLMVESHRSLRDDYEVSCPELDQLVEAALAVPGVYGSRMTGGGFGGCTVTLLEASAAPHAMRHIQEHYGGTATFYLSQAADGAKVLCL
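GALK at 5 nM final was combined with compound, 35 uM ATP and 100 uM galactose in HEPES pH8.0 with MgCl2 and DTT. The reaction ran one hour at room temperature before luminescent ATP detection.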
* = called active by the depositor; i = inactive; ? = inconclusive; · = no result given. Unless noted, calls come from the whole dose curve; as a rule, active = well fitted curve in the direction sought with a large enough effect; inconclusive = small, poorly fitted or top-dose-only effect, or another doubt; inactive = no such curve, though single readings can be large; an effect the other way counts as inactive or inconclusive. This is a subset; the hit share may differ from the screen's.

The line under a structure holds: Giardia killer	Coupling enz	B2AR arrestin	KCNH2 3.1 inh	Menin MLL FP TR	MLL CXXC-DNA inh	KCNH2 WT inh	TRPV1 ag	PKM2 activator	USP2a block	GALK inh
> Cc1cccc(NS(=O)(=O)c2ccc(C3CCCCC3)cc2)c1
 : 11	2	0.5%	-7	-9%	3%	-1	21	1%	1%	-3%
> COc1ccc(C2=Nn3c(nnc3-c3cc(C)[nH]n3)SC2)cc1
 : 5	0	-0.6%	0	·	-7%	-2	?	2%	1%	-3%
> O=C(O)C(C/C(=N/O)c1ccc(Br)cc1)P(=O)(c1ccccc1)c1ccccc1 (stereo not given)
 : 14	7	0.2%	-17	·	-8%	-21	0	-4%	3%	-2%
> CC(=C/c1ccc(C(C)C)cc1)/C=N/NC(=O)Cn1nc(C)cc1C
 : 1	-1	-0.3%	-4	?	3%	-2	3	-6%	2%	1%
> CC12C=CC3(O1)C(C(=O)N(c1ccccc1)C3C(=O)NC1CCCC1)C2C(N)=O (stereo not given)
 : 1	0	1.7%	7	-12%	5%	-4	0	-1%	0%	1%
> S=c1sc2ccccc2n1CCc1ccncc1
 : 8	·	0.2%	-7	·	·	-10	2	·	0%	·
> Cc1c(CCO)c(=O)[nH]n1S(=O)(=O)c1ccc([N+](=O)[O-])cc1
 : 5	-5	0.3%	12	1%	0%	-6	3	1%	0%	1%
> CCOC(=O)c1c(C)nsc1NC(=O)c1ccco1
 : 1	1	0.0%	-4	-3%	-4%	-2	5	-2%	0%	0%
> O=S(=O)(c1ccc(Cl)cc1)N1CCC(N2CCOCC2)CC1
 : 6	1	0.4%	-16	0%	0%	10	-5	-3%	1%	-3%
> CC(NC(=O)c1ccc(NC(=O)CC2SC(N3CCCC3)=NC2=O)cc1)c1ccc(S(N)(=O)=O)cc1 (stereo not given)
 : ?	·	0.3%	-2	·	·	-7	1	·	1%	·

(cont.)
The line under a structure holds: Giardia killer	Coupling enz	B2AR arrestin	KCNH2 3.1 inh	Menin MLL FP TR	MLL CXXC-DNA inh	KCNH2 WT inh	TRPV1 ag	PKM2 activator	USP2a block	GALK inh
> Cc1nc2ccccc2n2c(O)c(CC(=O)O)cc12
 : 5	9	0.3%	2	-27%	?	11	0	8%	20%	0%
> Cc1ccc(N(C(=O)c2nsc(Cl)c2Cl)C(C(=O)NC2CCCC2)c2ccc(O)cc2)cc1C (stereo not given)
 : -1	1	-0.7%	-4	1%	5%	1	?	2%	-1%	0%
> O=c1ccc2c(-c3ccccc3)c3ccc(O)cc3oc-2c1
 : -4	-13	0.2%	-34	?	?	?	2	·	?	-2%
> Cc1noc(C)c1NC(=O)N1CCN(Cc2ccccc2)CC1
 : 1	-1	-0.4%	-5	·	3%	-2	·	-15%	-6%	2%
> COc1cccc(CC(C(=O)Nc2cc(C)ccc2C)c2nn[nH]n2)c1OC (stereo not given)
 : -11	2	-0.1%	9	·	-11%	-2	·	-2%	3%	-1%
> COC(=O)CCN(C1CCCCC1)S(=O)(=O)c1ccc(S(=O)(=O)N2CCCCC2)cc1
 : 7	3	-0.8%	-18	-11%	11%	2	4	28µM*	2%	3%
> O=C1c2ccccc2C(=O)N1CCCCn1c(=O)oc2ccccc21
 : -2	-2	0.0%	-20	0%	-13%	9	16	-3%	?	0%
> CN(Cc1nc(-c2cccs2)no1)CC(O)c1ccccc1 (stereo not given)
 : 20	1	3.3%	18	8%	7%	4	14	-10%	1%	1%
> Cc1cccc(NS(=O)(=O)c2cccc(C(=O)NCCCN3CCOCC3)c2)c1
 : 3	·	-0.3%	24	·	·	-1	6	·	2%	·
> CCN(CC)S(=O)(=O)c1cc(C(=O)OCC(=O)Nc2cccc(S(=O)(=O)N(C)C)c2)ccc1F
 : 1	5	-0.7%	-6	16%	-5%	-5	0	0%	0%	0%

Five compounds picked at random from those above:
The line under a structure holds: Giardia killer	Coupling enz	B2AR arrestin	KCNH2 3.1 inh	Menin MLL FP TR	MLL CXXC-DNA inh	KCNH2 WT inh	TRPV1 ag	PKM2 activator	USP2a block	GALK inh
> CCN(CC)S(=O)(=O)c1cc(C(=O)OCC(=O)Nc2cccc(S(=O)(=O)N(C)C)c2)ccc1F
 : 1	5	-0.7%	-6	16%	-5%	-5	0	0%	0%	0%
> COc1cccc(CC(C(=O)Nc2cc(C)ccc2C)c2nn[nH]n2)c1OC (stereo not given)
 : -11	2	-0.1%	9	·	-11%	-2	·	-2%	3%	-1%
> O=C1c2ccccc2C(=O)N1CCCCn1c(=O)oc2ccccc21
 : -2	-2	0.0%	-20	0%	-13%	9	16	-3%	?	0%
> CC12C=CC3(O1)C(C(=O)N(c1ccccc1)C3C(=O)NC1CCCC1)C2C(N)=O (stereo not given)
 : 1	0	1.7%	7	-12%	5%	-4	0	-1%	0%	1%
> S=c1sc2ccccc2n1CCc1ccncc1
 : 8	·	0.2%	-7	·	·	-10	2	·	0%	·

Following part.
The line under a structure holds: Giardia killer	Coupling enz	B2AR arrestin	KCNH2 3.1 inh	Menin MLL FP TR	MLL CXXC-DNA inh	KCNH2 WT inh	TRPV1 ag	PKM2 activator	USP2a block	GALK inh
> CCc1ccc(C2CC(c3ccccc3C)n3nc(N)nc3N2)cc1 (stereo not given)
 : 11	1	0.0%	6	-5%	-3%	-4	-2	4%	0%	-1%
> N#CC[n+]1cc(-c2ccc(Cl)cc2)n2c1CCC2
 : -3	-1	-0.6%	3	2%	0%	-3	-2	-3%	0%	4%
> CCCCNC(=O)OC1CCS(=O)(=O)C1 (stereo not given)
 : 1	2	-0.5%	-9	10%	10%	-7	0	0%	0%	2%
> COc1cc(-c2nc3ccccn3c2/N=C/c2ccccc2)ccc1O
 : -4	4	-0.8%	-12	-15%	5%	0	11	-8%	-1%	0%
> CN(Cc1ccccc1)C(=O)COc1cccnc1[N+](=O)[O-]
 : ?	2	-0.1%	-5	4%	-3%	-12	3	·	-1%	·
> COc1ccc2c(c1)nc(NCCO)n2C
 : -13	-1	0.1%	3	-16%	7%	3	5	1%	3%	·
> CNC(=O)[C@@]1(Cc2ccccc2)C=C[C@@H](C)N1C(=O)OC
 : 10	-2	·	-5	13%	·	2	·	-14%	·	·
> Cn1c(=O)c2cc(S(=O)(=O)NC(C(=O)N3CCCCCC3)c3ccccc3)ccc2n(C)c1=O (stereo not given)
 : -9	1	-0.1%	11	6%	-4%	16	-1	-4%	-1%	3%
> COCCn1c(SCC(=O)N2CCCC2=O)nc2sc(C)c(C)c2c1=O
 : 12	·	0.1%	18	·	·	2	4	·	2%	·
> O=C(Nc1ccc(Cl)cc1)c1ccc(CN2CCc3ccccc3C2)cc1
 : 10	0	-0.4%	-26	12%	4%	2	22	3%	2%	-5%

The results go on:
SMILES | Giardia killer | Coupling enz | B2AR arrestin | KCNH2 3.1 inh | Menin MLL FP TR | MLL CXXC-DNA inh | KCNH2 WT inh | TRPV1 ag | PKM2 activator | USP2a block | GALK inh
Cn1cc(SCC(=O)N2CCN(c3ccccc3)CC2)c2ccccc21 | 7 | 2 | -0.1% | -6 | -8% | 9% | -2 | 13 | 7% | 1% | 2%
O=C(/C=C\c1cn(-c2ccccc2)nc1-c1cccs1)N1CCOCC1 | -8 | -7 | -0.2% | 24 | 13% | -1% | 3 | 97* | 0% | 6% | 2%
COc1ccc(-n2nc([N+](=O)[O-])c(=NCCc3ccc(C)cc3)n2O)cc1 | -93* | 0 | -0.2% | 5 | 2% | 0% | i | -1 | -1% | 0% | 1%
CCCc1nc(N2CCCC2)c(C#N)c2c1CCCC2 | 0 | 4 | 0.5% | 2 | -21% | -1% | 25 | 6 | -3% | 1% | 2%
CCOC(=O)C1CCCN(C(=O)c2c(-c3ccccc3Cl)noc2C)C1 (stereo not given) | 7 | -2 | -0.4% | -15 | ? | 0% | 0 | 0 | -2% | 2% | 2%
Cn1c(N)c(C(=O)CSc2n[nH]c(N)n2)c(=O)n(C)c1=O | 14 | · | 0.0% | 6 | · | · | 1 | -3 | · | -6% | ·
CN(C)C(CNC(=O)c1cccs1)c1ccco1 (stereo not given) | ? | · | -1.0% | 2 | · | · | -7 | 2 | · | 1% | ·
CSc1ccc(NC(=O)Nc2cccn(Cc3ccccc3F)c2=O)cc1 | 12 | 0 | -0.1% | -9 | 15% | -2% | 2 | 3 | 5% | 12% | 2%
C[C@@]12C(=O)N(CC3CCCO3)CC(=O)N1[C@H]1c3cc(Cl)ccc3OC[C@@H]1[C@@H]2c1ccccc1 (stereo not given in full) | -30 | · | 0.2% | -93* | · | · | 3 | · | · | -1% | ·
